Screening results deposited in PubChem BioAssay by National Center for Advancing Translational Sciences (NCATS).
Vif-APOBEC3G blk – Vif-A3G binding inhibition | Potency, µM (series often up to 46.1 µM), for the others: at the top dose activity, negative = active, most hits filed as inhibitors | 0.076% of 410,000 active | HeLa A3G-eYFP + Vif (tagged APOBEC3G with the HIV-1 protein that degrades it), YFP fluorescence, overnight | Q9HC16;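 further: potency means the concentration at half of the fitted maximal effect; on the % scale 0 is the no-effect control and ±100 the full control effect; nearly all actives have a fitted effect of over 60% in size; hits raise eYFP signal because A3G escapes Vif-driven loss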
Target sequence (Q9HC16 whole entry, looked up): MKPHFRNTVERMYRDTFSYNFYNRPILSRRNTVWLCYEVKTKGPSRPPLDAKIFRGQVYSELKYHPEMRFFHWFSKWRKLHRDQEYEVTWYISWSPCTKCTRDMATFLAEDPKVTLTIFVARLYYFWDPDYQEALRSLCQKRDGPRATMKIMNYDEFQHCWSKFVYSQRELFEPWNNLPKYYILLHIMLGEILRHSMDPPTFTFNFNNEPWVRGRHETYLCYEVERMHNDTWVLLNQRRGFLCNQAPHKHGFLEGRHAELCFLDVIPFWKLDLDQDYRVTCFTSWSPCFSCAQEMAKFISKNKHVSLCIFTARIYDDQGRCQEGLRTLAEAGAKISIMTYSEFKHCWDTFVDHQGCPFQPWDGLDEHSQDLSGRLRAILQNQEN
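Read-out is eYFP fluorescence (Ex 488/Em 500-530) from Vif-expressing HeLa A3G-eYFP cells; more signal means A3G escaped Vif-mediated degradation. Cells plated overnight, compound pinned in, incubated overnight at 37 deg C.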
RXFP1 ag – agonists of human relaxin receptor RXFP1. Potency, µM (titrated, usually from 57.5 µM), for the others: at the highest dose activation, actives largely listed as activators. Q9HBX9. AID 2676. 0.3% of 370,000 active. HEK293T-RXFP1 cAMP TR-FRET, 30 min; response scale: percent of porcine relaxin response, buffer zero; further: potency means the concentration at half of the fitted maximal effect; on the % scale 0 is the no-effect control and ±100 the full control effect; nearly all actives have a fitted effect of over 60% in size; many of its hits are not listed in these tables
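Agonist response is measured as cAMP accumulation in an RXFP1-transfected HEK293T line under PDE4 inhibition. Values are scaled between buffer-only and 29 nM porcine relaxin, and EC50s come from standard Hill equation fits.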
TrxR1 substrate – substrates of rat thioredoxin reductase 1 | 0.01% of 390,000 active | purified TrxR1 substrate turnover, NADPH consumption readout | O89049 | Potency, µM (titrated, usually from 114 µM), inactives show at the top dose activity change, negative = substrate turnover | AID 588456; further: potency means the concentration at half of the fitted maximal effect; on the % scale 0 is the no-effect control and ±100 the full control effect; nearly all actives have a fitted effect of over 50% in size
Target sequence (O89049 whole entry, looked up): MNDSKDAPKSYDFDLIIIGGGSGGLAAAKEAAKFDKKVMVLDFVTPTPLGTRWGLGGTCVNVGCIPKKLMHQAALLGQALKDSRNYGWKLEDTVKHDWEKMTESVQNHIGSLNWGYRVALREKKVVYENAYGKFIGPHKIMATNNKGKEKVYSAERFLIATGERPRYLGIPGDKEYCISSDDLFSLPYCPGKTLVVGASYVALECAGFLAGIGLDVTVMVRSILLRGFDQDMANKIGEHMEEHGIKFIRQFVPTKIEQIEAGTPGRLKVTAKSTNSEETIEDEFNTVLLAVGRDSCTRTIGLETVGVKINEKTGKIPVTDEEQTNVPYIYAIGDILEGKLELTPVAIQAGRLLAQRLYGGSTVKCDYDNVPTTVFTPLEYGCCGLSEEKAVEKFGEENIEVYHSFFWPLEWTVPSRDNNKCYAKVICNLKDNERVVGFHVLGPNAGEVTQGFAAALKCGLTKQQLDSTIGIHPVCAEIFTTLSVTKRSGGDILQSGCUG
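Rat TrxR1, dispensed at 90 nM, was prereduced with 400 uM NADPH (final) for 5 min at ~22 deg C, then incubated with compound 15 min before 400 uM selenite. A first-read NADPH fluorescence drop versus no-compound background flagged substrates.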
GRP78 ERSR act – induces the endoplasmic reticulum stress response in human glioma cells; 0.02% of 420,000 active; AID 602332; Potency, µM, inactives show at the top dose activation, most hits filed as activators; U87-MG GRP78 promoter luciferase reporter, 16 h; further: potency means the concentration at half of the fitted maximal effect; series mostly up to about 76 µM; % of control where 0% means no effect; nearly all actives have a fitted effect of over 35% in size
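Stably transfected U87-MG glioma cells carrying a GRP78-based luciferase sensor; 16 h compound incubation. Luminescence end-point read 10 min after Bright-Glo addition at room temperature.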
PI4K2A inh – inhibitors of human PI4K2A; Q9BTU6; purified PI4K2A, ADP-Glo luminescence, 1 h; stronger effect = lower value; activity change, negative = inhibition, % at 76.9 µM; 0.13% of 420,000 active; in the data active means activity change below about -50%; inconclusive means mostly about -30% to -49%;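 further: -100% = wells without enzyme as full effect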
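In this quantitative HTS, ADP production by PI4K2A was quantified luminescently after 1 h at ambient temperature; 100 microM adenosine served as plate-quality control.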
IDH1 R132H inh – human IDH1 R132H inhibition; O75874; IDH1-R132H enzyme, NADPH consumption, diaphorase/resazurin fluorescence; Potency, µM (top dose mostly 76.6 µM), for the others: at the highest dose activity change, negative = inhibition, hits mostly inhibitors; 0.093% of 390,000 active; AID 602179; further: potency means the concentration at half of the fitted maximal effect; on the % scale 0 is the no-effect control and ±100 the full control effect; nearly all actives have a fitted effect of over 65% in size
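IDH1-R132H (0.5 ug/mL dispensed) in pH 7.5 Tris buffer was preincubated 30 min with compound, then given a substrate mix of 0.016 mM NADPH and 2 mM alpha-KG for 80 min at room temperature; remaining NADPH was read by diaphorase/resazurin fluorescence.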
Vif-APOBEC3F blk – inhibitors of Vif-A3F interaction. HeLa A3F-eYFP + Vif (tagged APOBEC3F with the HIV-1 protein that degrades it), YFP fluorescence increase. Potency, µM (series often up to 46.1 µM), without a hit: at the top dose activity, negative = active. 0.2% of 390,000 active. AID 602313; further: potency means the concentration at half of the fitted maximal effect; % of control where 0% means no effect; nearly all actives have a fitted effect of over 65% in size
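HeLa cells stably expressing A3F-eYFP plus Vif, plated and incubated overnight at 37 deg C, then exposed to compounds overnight at 37 deg C. Blocked degradation read as raised yellow fluorescence (Ex 488/Em 500-530).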
LDHA block – blocks human lactate dehydrogenase A | P00338 | purified LDHA, NADH/diaphorase-resazurin fluorescence; stronger effect = lower value | activity change, % (values are at about 110 or 230 µM) | 0.15% of 480,000 active | AID 1347041; in the data active means activity change below about -30%; inconclusive means mostly about -25% to -30%;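 further: plate controls were DMSO wells for no effect and wells without enzyme for full effect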
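Human LDH5 (2 nM) was incubated with 0.06 mM NADH and 0.2 mM pyruvate for 5 min at room temperature in Tris pH 7.4. Remaining NADH was coupled through diaphorase/resazurin, and resorufin fluorescence was read at 0 and 20 min.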
USP1-UAF1 inh – blocks the human USP1/UAF1 deubiquitinase complex. O94782. recombinant USP1/UAF1, Ub-Rhodamine cleavage fluorescence. Potency, µM (highest dose often 57.1 µM), for inactives: at the highest dose activity change, negative = inhibition, usual class: inhibitors. 0.23% of 390,000 active; further: potency means the concentration at half of the fitted maximal effect; on the % scale 0 is the no-effect control and ±100 the full control effect; nearly all actives have a fitted effect of over 60% in size; inactives centre near -12
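In this screen, compounds sit with the deubiquitinase complex (1nM) for 15 min at room temperature before Ub-Rho is added at 150nM final. Fluorescence rise is then followed for 6 reads every 60 seconds.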
* = called active by the depositor; [ ] = dose if it differs, or a comment. Unless noted, the call rests on the fitted dose curve; in most records, active means well fitted curve in the direction sought with a large enough effect; inconclusive means small, poorly fitted or top-dose-only effect, or another doubt; inactive means no such curve, though single readings can be large; an effect the other way counts as inactive or inconclusive. This is a subset; the hit share may differ from the screen's.

`c1ccc(CCNc2ncnc3sccc23)nc1` gave Vif-APOBEC3G blk -1%, RXFP1 ag 3.2%, TrxR1 substrate 8%, GRP78 ERSR act 4%, PI4K2A inh 14, IDH1 R132H inh -3%, Vif-APOBEC3F blk 2%, LDHA block 0 and USP1-UAF1 inh -6%.
For CCc1ccccc1N(CC(=O)OC)S(C)(=O)=O the results were Vif-APOBEC3G blk 3%, RXFP1 ag 1.2%, TrxR1 substrate -5%, GRP78 ERSR act -1%, PI4K2A inh 6, IDH1 R132H inh 2%, Vif-APOBEC3F blk 2%, LDHA block -6 and USP1-UAF1 inh -3%.
CC(=O)N(C)c1ccc(OCC(O)Cn2c3ccc(Cl)cc3c3cc(Cl)ccc32)cc1 (configuration not stated) was read as Vif-APOBEC3G blk -10%, RXFP1 ag 2.1%, TrxR1 substrate 9%, GRP78 ERSR act -6%, PI4K2A inh -19, IDH1 R132H inh 7%, Vif-APOBEC3F blk 7%, LDHA block -1 and USP1-UAF1 inh -12%.
Screening O=C(/C=C/c1ccc(S(=O)(=O)N2CCOCC2)cc1)N1CCN(c2ccc(F)cc2)CC1 returned Vif-APOBEC3G blk 1%, RXFP1 ag -0.9%, TrxR1 substrate -5%, GRP78 ERSR act -6%, PI4K2A inh 6, IDH1 R132H inh -4%, Vif-APOBEC3F blk -25%, LDHA block 1 and USP1-UAF1 inh -5%.
For COc1ccc(OC)c(NC(=O)C2CCC(CNc3c(N4CCC(C)CC4)c(=O)c3=O)CC2)c1 (configuration not stated) the results were Vif-APOBEC3G blk -6%, RXFP1 ag -0.1%, TrxR1 substrate -5%, GRP78 ERSR act 1%, PI4K2A inh -6, IDH1 R132H inh -4%, Vif-APOBEC3F blk 0%, LDHA block 3 and USP1-UAF1 inh -13%.
`Cc1c(C=O)cnn1CCC(=O)O` gave Vif-APOBEC3G blk -1%, TrxR1 substrate 0%, GRP78 ERSR act -2%, PI4K2A inh 0, IDH1 R132H inh 3%, Vif-APOBEC3F blk 0%, LDHA block -3 and USP1-UAF1 inh 1%.
`NS(=O)(=O)c1ccc(N=C2C(=O)Nc3ccccc32)cc1` gave Vif-APOBEC3G blk 1%, RXFP1 ag 0.0%, TrxR1 substrate 2%, GRP78 ERSR act -2%, PI4K2A inh 2, IDH1 R132H inh 13%, Vif-APOBEC3F blk -8%, LDHA block 3 and USP1-UAF1 inh -26%.
Screening CCn1nc(NS(=O)(=O)c2ccc(NC(C)=O)cc2)c2cc3ccccc3nc21 returned Vif-APOBEC3G blk 2%, RXFP1 ag 2.4%, TrxR1 substrate -9%, GRP78 ERSR act -3%, PI4K2A inh -4, IDH1 R132H inh 1%, Vif-APOBEC3F blk -4%, LDHA block -6 and USP1-UAF1 inh -25%.
For CCOC(=O)CSc1nnc(CSc2nc3ccccc3s2)n1C the results were Vif-APOBEC3G blk 0%, RXFP1 ag 0.4%, TrxR1 substrate 12%, GRP78 ERSR act -4%, PI4K2A inh 0, IDH1 R132H inh 7%, Vif-APOBEC3F blk 1%, LDHA block -15 and USP1-UAF1 inh inconclusive.
`Cc1noc(C)c1C(=O)N1CCCC(N2CCN(c3cccc(C(F)(F)F)c3)CC2)C1` (configuration not stated) gave Vif-APOBEC3G blk -5%, RXFP1 ag -1.7%, TrxR1 substrate 5%, GRP78 ERSR act -2%, PI4K2A inh 3, IDH1 R132H inh 10%, Vif-APOBEC3F blk 1%, LDHA block -3 and USP1-UAF1 inh -25%.

Pulled one by one from the entries so far:
Screening CCn1nc(NS(=O)(=O)c2ccc(NC(C)=O)cc2)c2cc3ccccc3nc21 returned Vif-APOBEC3G blk 2%, RXFP1 ag 2.4%, TrxR1 substrate -9%, GRP78 ERSR act -3%, PI4K2A inh -4, IDH1 R132H inh 1%, Vif-APOBEC3F blk -4%, LDHA block -6 and USP1-UAF1 inh -25%.
`c1ccc(CCNc2ncnc3sccc23)nc1` gave Vif-APOBEC3G blk -1%, RXFP1 ag 3.2%, TrxR1 substrate 8%, GRP78 ERSR act 4%, PI4K2A inh 14, IDH1 R132H inh -3%, Vif-APOBEC3F blk 2%, LDHA block 0 and USP1-UAF1 inh -6%.

(cont.)
For O=C(NC(=S)NC1CCCC1)c1ccccc1 the results were Vif-APOBEC3G blk -3%, RXFP1 ag -0.7%, TrxR1 substrate -7%, GRP78 ERSR act 2%, PI4K2A inh -4, IDH1 R132H inh -7%, Vif-APOBEC3F blk inconclusive, LDHA block -6 and USP1-UAF1 inh -28%.
`CN(C)c1ccc(/C=N/NC(=O)CCCCCNC(=O)c2ccccc2)cc1` gave Vif-APOBEC3G blk -1%, RXFP1 ag -1.6%, TrxR1 substrate 44%[activator], GRP78 ERSR act 2%, PI4K2A inh -3, IDH1 R132H inh 5%, Vif-APOBEC3F blk 5%, LDHA block 5 and USP1-UAF1 inh -13%.
COc1cc(CNC2CCCC2)cc(Cl)c1OCc1ccccc1Cl was read as Vif-APOBEC3G blk inconclusive, RXFP1 ag -2.2%, TrxR1 substrate -5%, GRP78 ERSR act -2%, PI4K2A inh 3, IDH1 R132H inh -2%, Vif-APOBEC3F blk -5%, LDHA block 5 and USP1-UAF1 inh -2%.
For CCOC(=O)c1c(NC(=O)CSc2nnc3ccccn23)sc2c1CCC2 the results were Vif-APOBEC3G blk 0%, RXFP1 ag -0.6%, TrxR1 substrate -2%, GRP78 ERSR act -3%, PI4K2A inh 3, IDH1 R132H inh -13%, Vif-APOBEC3F blk 2%, LDHA block -10 and USP1-UAF1 inh -6%.
`NNC(=O)c1snnc1-c1ccccc1` gave Vif-APOBEC3G blk 0%, RXFP1 ag 6.8%, TrxR1 substrate 6%[57.1 µM], GRP78 ERSR act 0%, PI4K2A inh -1, IDH1 R132H inh 4%, Vif-APOBEC3F blk -1%, LDHA block -10 and USP1-UAF1 inh -16%.
`Cc1ccc(C(=O)C(C)Sc2nnc(N)s2)cc1` (configuration not stated) gave Vif-APOBEC3G blk 2%, RXFP1 ag 2.3%, TrxR1 substrate -5%[57.1 µM], GRP78 ERSR act -4%, PI4K2A inh 3, IDH1 R132H inh 7%, Vif-APOBEC3F blk 7%, LDHA block 0 and USP1-UAF1 inh -10%.
For Cc1cc(Cl)c(S(=O)(=O)N2CCCCCC2)cc1OCC(=O)NC1CCCCC1 the results were Vif-APOBEC3G blk 1%, RXFP1 ag 2.2%, TrxR1 substrate -2%, GRP78 ERSR act 0%, PI4K2A inh -1, IDH1 R132H inh 4%, Vif-APOBEC3F blk -1%, LDHA block 0 and USP1-UAF1 inh -3%.
For OCCC1CN(Cc2ccccn2)CCN1C1CCCC1 (configuration not stated) the results were Vif-APOBEC3G blk -3%, RXFP1 ag -1.7%, TrxR1 substrate 5%[11.4 µM], GRP78 ERSR act -5%, PI4K2A inh 0, IDH1 R132H inh 12%, Vif-APOBEC3F blk inconclusive, LDHA block -2 and USP1-UAF1 inh -19%.
CC(C)CCNC(=O)CCn1nc(-c2ccc(Cl)cc2)ccc1=O was read as Vif-APOBEC3G blk -1%, RXFP1 ag 4.3%, TrxR1 substrate -7%, GRP78 ERSR act -3%, PI4K2A inh 3, IDH1 R132H inh 0%, Vif-APOBEC3F blk 2%, LDHA block -3 and USP1-UAF1 inh -14%.
C/C(=N/NC(=O)c1ccncc1)c1ccc(NC(=O)c2ccccc2)cc1 was read as Vif-APOBEC3G blk 2%, RXFP1 ag 3.3%, TrxR1 substrate -12%, GRP78 ERSR act -2%, PI4K2A inh -4, IDH1 R132H inh 3%, Vif-APOBEC3F blk -4%, LDHA block -1 and USP1-UAF1 inh -2%.
For COC(=O)c1ccccc1NC(=O)c1cc([N+](=O)[O-])nn1Cc1ccccc1 the results were Vif-APOBEC3G blk -2%, RXFP1 ag 0.3%, TrxR1 substrate -3%, GRP78 ERSR act -3%, PI4K2A inh 1, IDH1 R132H inh -15%, Vif-APOBEC3F blk 3%, LDHA block -4 and USP1-UAF1 inh -1%.
Screening COc1cccc(-c2nnc(NC(=O)c3ccc4ncsc4c3)o2)c1 returned Vif-APOBEC3G blk 0%, RXFP1 ag 5.0%, TrxR1 substrate -4%, GRP78 ERSR act -2%, PI4K2A inh 2, IDH1 R132H inh -2%, Vif-APOBEC3F blk 4%, LDHA block -6 and USP1-UAF1 inh -3%.
`CCCc1nc2sc3ccccc3c(=O)c2c(=O)n1Cc1ccco1` gave Vif-APOBEC3G blk -2%, RXFP1 ag 2.9%, TrxR1 substrate -10%, GRP78 ERSR act -3%, PI4K2A inh -16, IDH1 R132H inh 3%, Vif-APOBEC3F blk -4%, LDHA block -5 and USP1-UAF1 inh -2%.
O=C(Nc1nnc(CCc2ccccc2)s1)c1ccccc1 was read as Vif-APOBEC3G blk -2%, RXFP1 ag 2.3%, TrxR1 substrate 0%, GRP78 ERSR act -1%, PI4K2A inh -5, IDH1 R132H inh 9%, Vif-APOBEC3F blk 2%, LDHA block -6 and USP1-UAF1 inh -1%.
`CCCCc1nn2c(=O)cc(COC(=O)c3ccc(NC(=O)C4CCCCC4)cc3)nc2s1` gave Vif-APOBEC3G blk 1%, RXFP1 ag 1.5%, TrxR1 substrate -2%[57.1 µM], GRP78 ERSR act -2%, PI4K2A inh 1, IDH1 R132H inh -16%, Vif-APOBEC3F blk 1%, LDHA block -3 and USP1-UAF1 inh 6%.
For O=C(NC1CCCCC1)c1cccc2c1C(=O)c1ccc(-c3ccc(OC(F)(F)F)cc3)cc1S2(=O)=O the results were Vif-APOBEC3G blk 0%, TrxR1 substrate 12%[57.1 µM], GRP78 ERSR act -4%, PI4K2A inh 1, IDH1 R132H inh -2%, Vif-APOBEC3F blk -1%, LDHA block -9 and USP1-UAF1 inh -5%.
